Autophagy HCS – autophagy modulation, high-content screen; 190,000 tested, 0.98% active; MEF GFP-LC3 puncta imaging; test concentration mostly 10 µM; AID 463193; calls only at 10 µM (by protocol);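 active means percentage of spot-positive cells more than 3 SD above its plate mean, without a fluorescence outlier flag or 80% toxicity; inconclusive means no clear call, values can overlap the other calls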;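 further: spot-positive cell cutoff set from DMSO-treated cells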
Yfh1-depleted yeast – mitochondrial function rescue without frataxin homolog – Friedreich's ataxia, plus single-dose screen, dose response (AID 1465). S. cerevisiae Yfh1-off respiration, WST-1 reduction, 72 h; higher fold induction means a stronger effect. one-dose fold induction at 50 µM; EC50 in µM for titrated hits. 220,000 tested, 0.074% active;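 active means fold induction of absorbance versus untreated yeast above a set limit, then at least 30% activation at any dose in follow-up; inconclusive means repeats straddling the limit, or above it without dose testing; inactive means fold induction below the set limit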;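 further: activators that raise dye reduction in frataxin-depleted yeast; strong numbers were not always called active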
Ins promoter up – MIN6 insulin promoter up-regulation | 190,000 tested, 0.3% active | MIN6 insulin promoter-GFP reporter, high-content imaging; stronger effect = higher value | z-score at 5 µM | AID 1625;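 active means z-score above 3 at 5 µM with at least 500 cells counted in the well; inconclusive means wells under 500 cells, flagged as cytotoxic or low count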
bCat nuc transl – beta-catenin nuclear translocation modulation | HeLa beta-catenin nuclear translocation, immunofluorescence imaging | nuclear translocation activity, % at 5 µM | 190,000 tested, 0.3% active | AID 1665;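 active means nuclear translocation activity above 50% at 5 µM, with a well cell count of 50 or more; inconclusive means wells under 50 cells across six images, flagged as toxic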;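 further: per-cell ratio of nuclear to cytoplasmic median beta-catenin stain intensity; plate controls were DMSO negative control for no effect and GSK-3 inhibitor IX positive control for full effect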
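Test system: human HeLa cells, native beta-catenin. Compound dosing: 5 µM primary single dose, 0.1% DMSO, 0.02–20 µM confirmation series. Incubation: compound exposure 24 h at 37°C. Detection: beta-catenin immunostaining with DAPI counterstain, 20x imaging, 6 fields/well. Read-out basis: Nuclear/cytoplasmic beta-catenin signal ratio, % activation.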
Dynein transport – blocks dynein driven cargo transport along microtubules; 3617.4 mouse cells, GR-EGFP nuclear translocation imaging; test concentration mostly 20 µM; stimulated with dexamethasone, 1 µM; stronger effect = lower value; z-score, hits read low; 220,000 tested, 0.47% active;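 active means plate z-score of nuclear minus cytoplasmic receptor signal below a set negative limit, without overly bright fluorescence or cell loss, cut at about -3.5 in these data, passing the limit was not always enough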;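 further: z-score of nuclear minus cytoplasmic ring GR-EGFP intensity difference per well; some compounds called inactive have numbers as strong as hits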
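Also added – dexamethasone, 1.0 µM final · Buffer or medium – tet-free, stripped-serum medium · Schedule – induction 48 h, compound 1 h, agonist 30 min · Detection – formaldehyde fixation, Hoechst nuclear stain, 10x automated fluorescence imaging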
WT yeast gro inh – growth inhibition of WT yeast, mitochondrial fusion screen. AID 1362. mitochondrial fusion phenotypic screen, WT strain. inhibition, % at 10 µM. 190,000 tested, 2.1% active; in the data active means inhibition above about 58%; tested in S. cerevisiae
MT stabilizer – stabilizes microtubules in HeLa cells; HeLa tubulin immunostaining HCS, 24 h; share of cells brighter than vehicle mean+2SD; % tubulin-high responders, % at 10 µM; 200,000 tested, 0.83% active; AID 2205;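 active means plate Z-score above 3 for both tubulin-high and condensed-nucleus cell shares, with cell loss under 80%, at 10 µM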;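 further: anti alpha tubulin signal scored within the nucleus-defined area of each cell; some results filed as inactive read as strong as hits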
AID2073 – inhibitors of Mint1-CaV2.2 protein interaction, biochemical, HTRF (AID 2073) | 290,000 tested, 0.19% active | HTRF protein-protein interaction, Mint1-CaV2.2; higher % means a stronger effect | inhibition, % at 20 µM, or IC50 in µM where a hit was titrated; in the data active means inhibition mostly above about 51%, no sharp cut-off; inconclusive means no clear call, values can overlap the other calls; inactive means mostly below about 53%; further: some results filed as inactive read as strong as hits
HIV fusion peptide – inhibitors of HIV fusion peptide binding, primary screen, biochemical, uHTS, fluorescence dequenching (AID 1986) | inhibition, % at 20 µM; hits with a dose series show IC50 in µM | cell-free peptide binding, fluorescence dequenching, 30 min; higher % means a stronger effect | 290,000 tested, 0.3% active; in the data active means inhibition mostly above about 52%, no sharp cut-off; inactive means mostly below about 76%; further: some results filed as inactive read as strong as hits
WT yeast gro inh mutant strain – further read-out of WT yeast gro inh, marked with its call; inhibition, %; mitochondrial fusion phenotypic screen, mutant strain inhibition
Dynein transport cytoplasmic EGFP – second read-out of Dynein transport, no call of its own (marks repeat the call); z-score; measured here: cytoplasmic GR-EGFP intensity; stronger effect = higher value
Dynein transport nuclear GR-EGFP – recorded beside Dynein transport, whose call it bears; z-score; measured here: nuclear GR-EGFP intensity;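 lower value marks the stronger effect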
Dynein transport cell count – also measured in Dynein transport; calls as there; z-score; measured here: cell count per field
Ins promoter up cell count – second read-out of Ins promoter up, no call of its own (marks repeat the call); cell count; measured here: cytotoxicity, nuclei count;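 total cells summed across four imaged fields per well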
bCat nuc transl cell count 5 µM – further read-out of bCat nuc transl, marked with its call; cell count; measured here: cell count, cytotoxicity flag
MT stabilizer Hoechst-high % – recorded beside MT stabilizer, whose call it bears; % Hoechst-high responders; measured here: nuclear condensation Hoechst responders;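 share of cells brighter than vehicle mean plus two SD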
MT stabilizer cytotoxicity % – second read-out of MT stabilizer, no call of its own (marks repeat the call); toxicity, %; measured here: cytotoxicity by cell density;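 0% = mean cell density of plate MIN control wells and 100% = no cells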
Autophagy HCS cell loss 18 h – further read-out of Autophagy HCS, marked with its call; toxicity, %; measured here: cell loss, nuclei count;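 cell loss after 18 h compound exposure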
The depositor's hits bear a star; i = inactive; u = inconclusive; x = no result given.

SMILES	Autophagy HCS	Autophagy HCS cell loss 18 h	Yfh1-depleted yeast	Ins promoter up	Ins promoter up cell count	bCat nuc transl	bCat nuc transl cell count 5 µM	Dynein transport	Dynein transport cytoplasmic EGFP	Dynein transport nuclear GR-EGFP	Dynein transport cell count	WT yeast gro inh	WT yeast gro inh mutant strain	MT stabilizer	MT stabilizer Hoechst-high %	MT stabilizer cytotoxicity %	AID2073	HIV fusion peptide
Oc1ccccc1/C=N/c1c(-c2ccco2)nc2ccccn12	i	-0.6	i	0.66	1206	-5.2	939	-0.249	-0.158	-0.273	0.671	-4.3	1.7	1.6	1.8	11.7	16.3%	-2.6%
CCN1/C(=C/c2ccc3cc(C)cc(C)c3[n+]2CC)Sc2cc(C)ccc21	u	x	i	u	x	3.0	794	6.85	48.1	13.6	-1.9	94.8*	90.4*	12.7	4.3	8.3	-2.5%	5.3%
NS(=O)(=O)c1ccc(N=Nc2c(=O)[nH]n3c(=O)c4c([nH]c23)CCCC4)cc1	i	-6.6	i	-0.25	1490	-0.7	1102	-0.0952	-0.294	-0.197	0.208	0.9	1.4	4.7	1.8	5.0	42.6%	1.7%
CCCCC(=O)Nc1cccc(-c2nc3ncccc3o2)c1	i	10.3	i	1.15	1183	1.3	1129	-0.65	-0.123	-0.283	0.678	3.8	1.6	4.6	3.1	11.2	5.7%	-0.4%
Cc1ccc(S(=O)(=O)N(C)Cc2ccc(C(=O)N/N=C3\CC(=O)CC(C)(C)C3)cc2)cc1	i	0.4	i	0.88	1223	-0.9	567	-0.206	-0.312	-0.492	0.439	-3.6	-9.4	7.4	2.3	1.0	-0.8%	2.7%
CCOC(=O)c1c(C)nc2sc3c(c2c1-c1ccc(OC)cc1)NC(c1ccccc1)NC3=O (stereo not drawn)	i	5.4	i	x	x	x	x	-0.412	-0.239	-0.759	1.08	-6.1	-14.8	i	x	100.0	11.4%	-3.1%
Cc1cc(C)nc(/N=C(/NC(=O)Nc2cccc(Cl)c2)Nc2ccccc2)n1	i	0.5	i	0.72	1093	-1.4	908	-0.143	-0.212	-0.471	0.341	14.0	9.8	1.3	1.6	9.4	1.8%	-2.1%
S=c1[nH]nc(-c2ccncc2)n1CC1CCCO1 (stereo not drawn)	i	1.4	i	-0.67	1740	-0.4	1368	-0.344	-0.196	-0.179	0.822	-25.0	-8.0	2.6	1.7	5.6	-6.6%	-0.1%
Cc1nc2c(C)cccn2c1/C(O)=C1\C(=O)C(=O)N(CCN2CCOCC2)C1c1ccncc1 (stereo not drawn)	i	4.7	i	-0.18	1611	0.2	1329	-0.22	-0.106	0.0966	-0.209	-8.4	1.3	1.1	1.8	8.5	-8.0%	2.3%
O=C(NNS(=O)(=O)c1ccccc1)c1csc(-c2cccnc2)n1	x	x	i	-0.7	1345	0.6	1290	-0.909	-0.258	-0.422	0.784	x	x	x	x	x	-4.7%	-0.2%
Cc1[nH]ncc1N=Cc1ccc([N+](=O)[O-])cc1	i	-33.7	i	0.89	1115	-3.6	621	-0.71	-0.283	0.476	0.312	-5.1	-20.9	3.5	2.7	6.7	-8.7%	0.9%
CCCN1C(=O)/C(=C/c2ccncc2)SC1=S	i	-11.7	i	0.88	1116	1.0	542	0.864	-0.245	0.215	-0.717	-4.7	0.3	6.5	2.4	13.1	-6.6%	-3.2%
CC(C)(C)n1nnnc1C(c1cccs1)N1CCN(c2ccccc2)CC1 (stereo not drawn)	i	7.2	i	1.2	1901	-1.3	1018	2.65	-0.206	1.61	-1.22	27.1	14.4	3.3	1.3	3.8	3.0%	-0.3%
COC(=O)/C(=C\Nc1ccc(Cl)cc1Cl)NC(=O)c1ccc(Cl)cc1Cl	i	-7.2	x	-0.17	1217	27.7	1003	-0.172	0.0687	-0.248	0.325	6.8	4.7	9.2	8.2	3.8	0.7%	1.8%
CCOC(=O)C1(Cc2ccccc2C)CCCN(Cc2cc(OC)c(O)c(OC)c2)C1 (stereo not drawn)	i	24.0	i	0.68	1449	2.5	1060	0.828	-0.18	0.35	-0.899	-5.0	-14.0	1.2	1.0	5.7	-5.1%	-2.8%
COc1cc(C2c3c(oc4c(C)cc(C)cc4c3=O)C(=O)N2Cc2cccnc2)ccc1O (stereo not drawn)	i	-3.6	i	x	x	x	x	0.0605	-0.289	-0.657	1.31	x	x	2.3	1.7	2.3	x	x
COc1cccc(NC(=S)NNC(=O)c2c([N+](=O)[O-])c(C)nn2C)c1	i	-27.1	i	0.06	1606	-2.0	1021	0.29	-0.224	0.424	0.264	-0.4	15.7	4.6	2.7	2.6	-26.5%	-0.4%
Oc1cccc(/C=N/Nc2cccc3cccnc23)c1	i	2.5	i	1.15	1398	-3.1	1057	0.0184	-0.31	-0.121	-0.207	15.3	6.4	1.7	1.5	4.9	-4.8%	0.0%
Oc1ccc(Cl)cc1-c1cc(-c2ccccc2Cl)[nH]n1	i	-0.6	i	-0.65	908	-7.6	1157	-0.528	-0.0843	-0.486	-0.051	36.5	15.5	3.9	1.8	8.7	7.3%	-1.8%
CCOC(=O)c1cnn(-c2ccccc2)c1-c1ccccc1	i	-4.7	i	x	x	1.6	1058	3.62	0.103	2.15	-2.82	11.6	22.5	2.4	1.8	4.0	2.5%	-0.1%
CC(C)C(OC(=O)/C=C/c1ccc2c(c1)OCO2)C(=O)NC(N)=O (stereo not drawn)	i	-10.5	i	1.95	1207	0.1	905	0.735	0.0784	1.42	-1.74	13.2	13.0	2.5	2.6	16.4	3.4%	-3.1%
CCCCCN(C(=O)CCCSc1nncs1)c1c(N)n(CCCC)c(=O)[nH]c1=O	i	0.7	i	0.65	1191	0.2	1046	2.59	-0.201	1.13	-2.76	-11.4	-5.0	3.3	2.3	7.7	-1.9%	-0.2%
O=c1cc(/C=C/c2ccccc2)oc2ccccc12	i	20.3	i	0.75	1759	-1.0	1062	-0.235	-0.194	-0.274	0.0641	12.5	2.8	2.4	1.4	5.8	1.0%	-3.5%
COCCOC(=O)C1=C(C)NC(=O)NC1c1c(Cl)nc2c(C)cccn2c1=O (stereo not drawn)	i	6.5	i	1.3	1623	-3.8	1027	-1.05	-0.208	-0.304	1.65	-6.0	-0.5	1.8	3.0	3.8	1.0%	2.3%
CCOC(=O)/C=C1\Nc2ccccc2OC1=O	i	22.5	i	0.06	1442	8.3	1032	0.809	-0.243	0.167	-0.712	48.9	31.4	5.3	2.7	7.1	-6.2%	18.7%

The list goes on:
SMILES	Autophagy HCS	Autophagy HCS cell loss 18 h	Yfh1-depleted yeast	Ins promoter up	Ins promoter up cell count	bCat nuc transl	bCat nuc transl cell count 5 µM	Dynein transport	Dynein transport cytoplasmic EGFP	Dynein transport nuclear GR-EGFP	Dynein transport cell count	WT yeast gro inh	WT yeast gro inh mutant strain	MT stabilizer	MT stabilizer Hoechst-high %	MT stabilizer cytotoxicity %	AID2073	HIV fusion peptide
COc1ccc(-c2nc3n(c2C)CCC3)cc1	x	x	i	-0.27	990	1.3	1226	0.84	-0.225	0.291	-0.212	x	x	x	x	x	-0.8%	-1.0%
Cc1cccc2sc(N(CCCN(C)C)C(=O)c3ccco3)nc12	i	34.1	i	-0.06	1455	-3.6	992	-0.581	-0.261	-0.0278	0.227	9.7	12.0	1.6	1.2	2.3	-7.1%	-1.0%
COC(=O)c1sc(NC(=S)NC(=O)c2ccc(C)cc2)nc1C	x	x	i	-0.16	1393	5.0	954	0.124	-0.244	0.0462	0.82	x	x	x	x	x	42.4%	0.3%
O=C(Nc1ccc(F)c(F)c1)c1ccco1	i	0.9	i	1.72	1549	-0.4	1559	-0.34	-0.353	-0.117	0.527	0.3	4.1	4.4	3.3	2.8	46.2%	-0.6%
O=C1c2ccccc2-c2ncnc3c(N4CCOCC4)cc(N4CCOCC4)c1c23	i	-4.7	i	x	x	-1.2	1097	-0.748	0.537	0.0608	1.04	5.6	-2.8	2.9	2.0	7.4	-1.9%	55.6%
CCOC(=O)c1c(C)[nH]c(O)c1C=Nc1ccc(C(F)(F)F)cc1	i	-2.9	i	x	x	x	x	0.464	-0.239	-0.349	0.307	-5.1	15.5	1.8	1.7	11.4	-16.2%	8.1%
O=C(CCNC(=O)Cn1ccc2ccccc2c1=O)NCCc1ccc(Cl)cc1	i	-9.4	i	0.45	1294	x	x	-0.653	-0.264	-0.802	0.848	4.5	11.6	3.4	1.7	8.8	0.3%	-0.2%
O=C(CSC1=NNC(c2ccccn2)S1)Nc1cccc(Cl)c1 (stereo not drawn)	x	x	i	-0.22	1116	0.3	1339	1.08	-0.198	1.25	-0.688	x	x	x	x	x	2.7%	2.1%
COc1cc(N=Nc2ccccc2C(=O)O)ccc1O	x	x	i	0.42	1056	1.1	1377	-0.333	-0.276	-0.282	0.434	x	x	x	x	x	-4.8%	21.0%
COCc1nc2ccccc2n1Cc1ccc(Br)cc1	i	0.7	i	-0.38	935	0.4	1188	1.33	-0.15	0.511	0.789	-5.7	-1.6	1.9	2.2	6.8	-8.2%	-1.8%
CC(=O)Nc1ccccc1OCC(=O)NCC(F)(F)F	i	-0.3	i	1.88	1281	-1.8	1093	0.92	-0.148	-0.143	-0.722	-0.9	-0.2	1.3	2.0	6.8	-9.1%	-0.9%
O=C(O)c1ccc(/C=N/O)cc1	x	x	i	-0.16	1396	0.3	1162	-0.621	-0.201	-0.36	0.542	x	x	x	x	x	5.0%	0.5%

Source: PubChem (several laboratories)
